# Screening data deposited in PubChem by National Center for Advancing Translational Sciences (NCATS).
# PI4K2A inh – inhibitors of human PI4K2A | Q9BTU6 | 420,000 compounds, 0.13% hits | purified PI4K2A, ADP-Glo luminescence, 1 h; stronger effect = lower value | activity change, negative = inhibition, % at 76.9 µM; in the data active = activity change below about -50%; inconclusive = mostly about -30% to -49%;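 also: -100% = wells without enzyme as full effect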
# Target sequence (Q9BTU6 whole entry, looked up): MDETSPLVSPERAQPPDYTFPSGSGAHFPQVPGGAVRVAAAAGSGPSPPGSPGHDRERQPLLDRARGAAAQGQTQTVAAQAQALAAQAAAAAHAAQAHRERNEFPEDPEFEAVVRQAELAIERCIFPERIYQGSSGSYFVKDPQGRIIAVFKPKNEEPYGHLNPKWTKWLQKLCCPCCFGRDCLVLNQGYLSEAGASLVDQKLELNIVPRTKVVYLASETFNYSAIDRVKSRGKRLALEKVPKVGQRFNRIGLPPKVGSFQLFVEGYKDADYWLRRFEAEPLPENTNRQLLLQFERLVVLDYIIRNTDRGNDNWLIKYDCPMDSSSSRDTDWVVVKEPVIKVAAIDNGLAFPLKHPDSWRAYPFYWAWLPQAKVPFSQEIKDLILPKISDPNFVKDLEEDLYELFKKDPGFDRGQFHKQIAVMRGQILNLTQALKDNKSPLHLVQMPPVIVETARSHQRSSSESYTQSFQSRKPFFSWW
#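 ADP-Glo luminescence measured ADP generated by PI4K2A enzyme (4 ug/mL before mixing) with 1.2 mM PI substrate (pre-mix) and 300 microM ATP (pre-mix). Tris pH7.5 buffer with MgCl2, Triton X-100; 1 h reaction at ambient temperature.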
# ERG Ets-DNA blk – blocks human ERG Ets domain binding to DNA; 370,000 compounds, 0.028% hits; AID 624246; P11308; Potency, µM (series often up to 76.9 µM), inactives show at the top dose FP activity, negative = inhibition, usual class: inhibitors; fluorescence polarization, His-ERG Ets domain / labelled DNA; active = well fitted inhibition curve with a large enough effect in the polarisation, with a control signal flat; inconclusive = small, poorly fitted or top-dose-only effect, or effect the other way, or a change in a side signal; inactive = no such curve, though single readings can be large or run the other way; the % refers to the polarisation;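 also: polarization taken with two DNA probes labelled with fluorescein and Texas red; potency is read from the fitted curve at half-maximal effect; % of control where 0% means no effect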
#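 His-tagged ERG Ets domain (1 uM in the protein solution; 300mM KCl, 50mM Tris-HCl, 1mM EDTA, 1mM DTT, pH 7.5) received compound, then a probe mix of 5 nM fluorescein-DNA and 100nM Texas-615-DNA. Fluorescence polarization was read for both dyes.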
# PGK inhibitor – inhibitors of T. brucei phosphoglycerate kinase | P07378 | PGK/GAPDH coupled, Kinase-Glo luminescence, 60 min | Potency, µM (top dose mostly 57.5 µM), without a hit: at the top dose activity change, negative = inhibition, actives largely listed as inhibitors | 380,000 compounds, 0.043% hits | AID 602233; also: potency is read from the fitted curve at half-maximal effect; % is scaled to controls: 0 for no effect and ±100 for the full control effect; nearly all actives have a fitted effect of over 60% in size
# Target sequence (P07378 whole entry, looked up): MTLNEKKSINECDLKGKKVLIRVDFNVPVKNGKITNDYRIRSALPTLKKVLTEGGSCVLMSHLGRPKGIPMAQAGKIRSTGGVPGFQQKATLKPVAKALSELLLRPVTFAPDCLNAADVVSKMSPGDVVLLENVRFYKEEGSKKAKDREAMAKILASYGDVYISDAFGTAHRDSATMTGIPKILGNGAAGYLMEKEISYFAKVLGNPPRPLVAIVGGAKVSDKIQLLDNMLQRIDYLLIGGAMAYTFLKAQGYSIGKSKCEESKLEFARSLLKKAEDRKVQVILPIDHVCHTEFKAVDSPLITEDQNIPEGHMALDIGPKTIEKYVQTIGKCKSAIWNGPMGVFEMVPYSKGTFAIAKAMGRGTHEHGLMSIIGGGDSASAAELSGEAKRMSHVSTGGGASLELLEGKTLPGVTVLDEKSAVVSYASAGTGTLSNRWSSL
#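 Luminescent ATP detection (Kinase-Glo Plus) follows a 60-minute room-temperature incubation, with wells lacking PGK as controls. Buffer: 100 mM TEA (pH 7.6), 5 mM MgCl2, 0.01% Tween-20. Coupling enzyme GAPDH (100 nM final) supplies unstable 1,3-BPG in-well.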
# GLS inhibitor – glutaminase GLS (human) inhibition; Potency, µM (highest dose often 45.5 µM), for inactives: top-dose activity change, negative = inhibition, hits mostly inhibitors; 410,000 compounds, 0.21% hits; AID 624170; GLS enzymatic activity, qHTS titration; also: potency is read from the fitted curve at half-maximal effect; % is scaled to controls: 0 for no effect and ±100 for the full control effect
#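 Glutamate formation by hKGA was monitored fluorometrically using coupled glutamate oxidase, HRP and Amplex Red. Substrate was added as 1 mM L-glutamine solution; incubation was 30 min at RT after an initial read.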
# JMJD2A Tudor inh – JMJD2A Tudor domain (human) inhibition | 390,000 compounds, 4.4% hits | AlphaScreen JMJD2A-Tudor / H3K4me3 peptide binding | Potency, µM (titrated, usually from 114 µM), for inactives: top-dose activity change, negative = inhibition, usual class: inhibitors; also: potency is read from the fitted curve at half-maximal effect; % is scaled to controls: 0 for no effect and ±100 for the full control effect; nearly all actives have a fitted effect of over 50% in size
# BAZ2B inh – BAZ2B (human) inhibition; AlphaScreen BAZ2B-H3K14Ac peptide displacement; Potency, µM (top dose mostly 114 µM), for inactives: at the highest dose activity change, negative = inhibition, most hits filed as inhibitors; AID 504333; 360,000 compounds, 4.4% hits; Q9UIF8; also: potency is read from the fitted curve at half-maximal effect; % is scaled to controls: 0 for no effect and ±100 for the full control effect; nearly all actives have a fitted effect of over 60% in size
#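 In this displacement format the biotinylated H3(5-23) peptide acetylated at Lys14 serves as ligand at 50 nM, with BAZ2B at 50 nM in PBS pH 7.4 containing 0.01% Tween-20. Donor and acceptor beads are 10 ug/mL final.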
# HP1b chromo inh – inhibitors of HP1-beta chromodomain binding to methylated histone tails. 390,000 compounds, 0.56% hits. AlphaScreen HP1-beta / biotin-H3K9me3 peptide binding. P83916. Potency, µM (doses to about 114 µM), without a hit: at the highest dose activity change, negative = inhibition, actives largely listed as inhibitors; also: potency is read from the fitted curve at half-maximal effect; nearly all actives have a fitted effect of over 70% in size; inactives centre near 23
#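 HP1-beta protein (50 nM final) preincubated 30 min at room temperature with biotinylated H3(1-18)K9me3 peptide (50 nM) in PBS pH 7.4, 0.01% Tween-20, then compound added for 30 min. AlphaScreen streptavidin donor/nickel chelate acceptor beads (10 ug/mL final), 30 min dark, luminescence read.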
# G9a inh – blocks human histone lysine methyltransferase G9a; G9a H3K9 monomethylation, AlphaScreen, 2 h; 350,000 compounds, 8.8% hits; Q96KQ7; AID 504332; Potency, µM (top dose mostly 102 µM), inactives show at the highest dose activity, negative = inhibition, most hits filed as inhibitors; also: potency is read from the fitted curve at half-maximal effect; % is scaled to controls: 0 for no effect and ±100 for the full control effect; nearly all actives have a fitted effect of over 75% in size
#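 AlphaScreen read-out: biotin-H3K9 peptide (500 nM) methylation by 20 nM enzyme with 20 uM SAM, 2 h at room temperature after 15 min compound preincubation; anti-monomethyl H3K9 antibody plus donor/acceptor beads, 10 min dark.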
# Pin1 inhibitor – blocks the human prolyl isomerase Pin1; Q13526; Pin1 FP peptide displacement, HiFluor488, 10 min; Potency, µM (series often up to 115 µM), without a hit: top-dose activity, negative = inhibition, most hits filed as inhibitors; 390,000 compounds, 0.009% hits; active = well fitted inhibition curve with a large enough effect in the polarisation, with a control signal flat, not every such curve was filed as active; inconclusive = small, poorly fitted or top-dose-only effect, or effect the other way, or a change in a side signal; inactive = no such curve, though single readings can be large or run the other way; the % refers to the polarisation; also: potency is read from the fitted curve at half-maximal effect; % is scaled to controls: 0 for no effect and ±100 for the full control effect
# Target sequence (Q13526 whole entry, looked up): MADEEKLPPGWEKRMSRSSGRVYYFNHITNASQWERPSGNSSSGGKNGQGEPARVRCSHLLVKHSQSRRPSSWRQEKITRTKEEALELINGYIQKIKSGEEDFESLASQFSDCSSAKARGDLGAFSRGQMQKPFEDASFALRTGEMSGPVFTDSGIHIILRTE
# The depositor's hits bear a star; i = inactive; u = inconclusive; x = not tested or not shown; & = joins results of further samples; [ ] = another dose, or the depositor's remark. Unless noted, calls follow the shape of the dose curve; as a rule, active = well fitted curve in the direction sought with a large enough effect; inconclusive = small, poorly fitted or top-dose-only effect, or another doubt; inactive = no such curve, though single readings can be large; an effect the other way counts as inactive or inconclusive.
SMILES,PI4K2A inh,ERG Ets-DNA blk,PGK inhibitor,GLS inhibitor,JMJD2A Tudor inh,BAZ2B inh,HP1b chromo inh,G9a inh,Pin1 inhibitor
Cc1ccc2[nH]c3c(=O)n(Cc4ccccn4)cnc3c2c1,3,1%,i,-1%,-4%,-5%,23%,22%[59 µM],-8%
CCCSc1ncc(Cl)c(C(=O)N2CCN(c3cccc(Cl)c3)CC2)n1,1,-3%,x,1%,-3%,-7%,26%,12%[59 µM],12%
O=C(NC(NC(=O)c1ccccc1)C(=O)c1ccccc1)c1ccccc1,-4,-3%,-10%,-6%,-9%,-1%,11%,1%[59 µM],9%
Cc1ccc2c(c1)cc(CN(CCc1ccccc1)C(=O)N1CCOCC1)c1nnnn12,4,-3%,-4%,1%,-17%,19%,18%,-11%,0%
CCC(=O)N/C(N)=N/c1nc(C)c2cc(OC)ccc2n1,9,10%,-6%,2%,-15%,5%,31%,9%[59 µM],-5%
c1csc(C(c2nnnn2C2CCCC2)N2CCOCC2)c1 (stereo unspecified),-6,12%,-1%,3%,-2%,-5%,31%,-18%,-1%
CCC(C)c1ccc(NC(=S)NCCn2cc(Br)cn2)cc1 (stereo unspecified),1,11%,0%,-3%,-23%,-28%,-2%,u,u
COc1ccc(-c2cc(C(C)=O)c(C)n2CCC(=O)Nc2ccc(C)c(Cl)c2)cc1,0,-5%,5%,2%,-4%,0%,24%,-10%[59 µM],6%
FC(F)(F)c1ccc(C2Nc3cccc4cccc(c34)N2)cc1,1,-1%,-1%,0%,u,40µM*,-18%,35µM*,0%
CCOc1ccc(NC(=O)c2ccc3nc(C(C)C)oc3c2)cc1,-3,-1%,10%,5%,-4%,-11%,28%[57 µM],5%[59 µM],-1%
CN(C)c1cc(-c2cccc([N+](=O)[O-])c2)oc(=O)c1Cl,-2,0%,-7%,0%,4%,-2%,17%,x,0%
Cc1ccc(C(=O)COc2nc(C)nc3ccccc23)cc1,1,-2%,8%,5%,-2%,-13%,27%,4%,7%
O=C(NC1CCSC1=O)c1ccccc1 (stereo unspecified),-2,-6%,i,0%,-8%[57.1 µM],-2%[57.1 µM],62%[activator],8%,7%
COc1cccc(/C=N/NC(=O)c2ccc(N(C)S(=O)(=O)c3ccccc3)cc2)c1OC,1,-5%,11%,4%,-19%,-1%,31%,-25%,12%
CC(=O)Nc1c(Cl)cc2c(c1Cl)Cc1cc(C#N)ccc1-2,3,-22%,-3%,-3%,-2%,x,28%,x,u

# Filtered by structure, those above with a Cl atom.
SMILES,PI4K2A inh,ERG Ets-DNA blk,PGK inhibitor,GLS inhibitor,JMJD2A Tudor inh,BAZ2B inh,HP1b chromo inh,G9a inh,Pin1 inhibitor
CCCSc1ncc(Cl)c(C(=O)N2CCN(c3cccc(Cl)c3)CC2)n1,1,-3%,x,1%,-3%,-7%,26%,12%[59 µM],12%
COc1ccc(-c2cc(C(C)=O)c(C)n2CCC(=O)Nc2ccc(C)c(Cl)c2)cc1,0,-5%,5%,2%,-4%,0%,24%,-10%[59 µM],6%
CN(C)c1cc(-c2cccc([N+](=O)[O-])c2)oc(=O)c1Cl,-2,0%,-7%,0%,4%,-2%,17%,x,0%
CC(=O)Nc1c(Cl)cc2c(c1Cl)Cc1cc(C#N)ccc1-2,3,-22%,-3%,-3%,-2%,x,28%,x,u

# Next records:
SMILES,PI4K2A inh,ERG Ets-DNA blk,PGK inhibitor,GLS inhibitor,JMJD2A Tudor inh,BAZ2B inh,HP1b chromo inh,G9a inh,Pin1 inhibitor
CCC(=O)Nc1ccccc1C(=O)OCC(=O)c1ccccc1,-2,-8%,-9%,-2%,15%,-6%,43%[activator],45%[activator],0%
CC(C)(C)NS(=O)(=O)c1ccc(CCC(=O)Nc2ccc3c(c2)OCCO3)cc1,-5,0%,-7%,3%,-7%,-3%,18%,5%,-8%
O=C1CN(C(=O)c2ccc(Br)o2)C(c2ccccc2)c2cc(F)ccc2N1 (stereo unspecified),-3,6%,8%,5%,-15%,-5%,24%,-26%,11%
Cc1cc(C)c(NC(=O)C(=O)NCC(c2cccnc2)N2CCN(c3ccccc3F)CC2)c(C)c1 (stereo unspecified),-2,2%,i,0%,9%,-17%,44%[activator],-2%[59 µM],6%
Nc1nc(SCC(=O)Nc2ccc(Br)cc2F)n[nH]1,3,-8%,-9%,22%,-16%[57.1 µM],3%,24%,10%[59 µM],7%
Cc1cccc(-c2noc(-c3ccno3)n2)c1,-2,-13%,-10%,-5%,33%,13%,75%[activator],x,-5%
COc1ccc(C2=CSC3=NCCN23)cc1[N+](=O)[O-],5,3%,3%,0%,-7%,-3%,37%,-51%[12.7 µM],4%
COc1ccc(S(=O)(=O)Nc2cccc(-n3cnnn3)c2)cc1,-2,4%,5%,1%,-1%,-14%,16%,30%,4%
Cc1cc(NC(=O)CSc2nnnn2C2CCCC2)no1,2,3%,-6%,1%,-8%,-4%,12%,3%[12.7 µM],2%
Cc1cccc(NC(=O)C(=O)NCC(c2cccnc2)N2CCN(Cc3ccccc3)CC2)c1 (stereo unspecified),-4,-5%,i,-9%,-4%,-9%,41%[activator],-1%[59 µM],-11%
Cc1ccc(S(=O)(=O)NCCSC(C)(C)C)cc1,-4,6%,-4%,x,-4%,u,26%,1%,u
CCCCCCCCNc1ncnc2ccccc12,3,6%,-3%,-2%,15%,1%,27%,3%[59 µM],u
COCc1nn2cc(-c3ccc(C)cc3)nc2s1,-5,8%,-7%,-4%,-6%,-18%,50%[activator],-4%[59 µM],4%
N#Cc1ccc(/C=C2\CCn3c2nc2cc(C(=O)O)ccc2c3=O)cc1,4,22%,-6%,3%,-34%,1%,-9%,u,-1%
COC(=O)c1cc(NC(=O)c2c(F)c(F)c(F)c(F)c2F)cc(C(=O)OC)c1,1,12%,-1%,9%,21%,-4%,59%[activator],-11%[59 µM],16%

# Among those listed so far, these contain a nitro group on carbon.
SMILES,PI4K2A inh,ERG Ets-DNA blk,PGK inhibitor,GLS inhibitor,JMJD2A Tudor inh,BAZ2B inh,HP1b chromo inh,G9a inh,Pin1 inhibitor
CN(C)c1cc(-c2cccc([N+](=O)[O-])c2)oc(=O)c1Cl,-2,0%,-7%,0%,4%,-2%,17%,x,0%
COc1ccc(C2=CSC3=NCCN23)cc1[N+](=O)[O-],5,3%,3%,0%,-7%,-3%,37%,-51%[12.7 µM],4%

# More compounds follow:
SMILES,PI4K2A inh,ERG Ets-DNA blk,PGK inhibitor,GLS inhibitor,JMJD2A Tudor inh,BAZ2B inh,HP1b chromo inh,G9a inh,Pin1 inhibitor
CC(C)c1ccc(NC2CCCN(C(=O)CCN3CCCCC3=O)C2)cc1 (stereo unspecified),4,-3%,5%,18%,-10%,-9%,27%,x,2%
COc1cc(C#N)ccc1OC(=O)C1CCN(C(=O)c2ccc(F)cc2)CC1,0,1%,-10%,-13%,10%,6%,26%,-21%[12.7 µM],-1%
CC1CCN(C(=O)c2nc[nH]c2C(=O)OCCNC(=O)OC(C)(C)C)CC1,-5,2%,2%,3%,-15%,7%,18%,6%[0.501 µM],2%
CN1C(C)(C)CC(NC(=O)CCC(=O)NC2CC(C)(C)N(C)C(C)(C)C2)CC1(C)C,-3,-1%,-5%,9%,-9%,x,14%,x,-7%
CCN(CC)c1ccc(C(=O)OCC(=O)Nc2ccc3[nH]c(=O)[nH]c3c2)cc1,-4,3%,8%,0%,-15%,-24%,15%,14%[12.7 µM],1%
CC(CCN1CCOCC1)c1ccccc1 (stereo unspecified),1,2%,1%,0%,22µM*,u,u,11µM*,0%
O=C1c2ccccc2C(=O)N1CCC(c1ccc(F)cc1)c1ccco1 (stereo unspecified),-1,18%,0%,-5%,-4%,0%,32%,u,9%
O=C(CSc1nc2c(cnn2-c2ccccc2)c(=O)[nH]1)NCC1CCCO1 (stereo unspecified),0,2%,-8%,-6%,4%,x,8%[57 µM],x,-9%
Cc1ccc(C)c(S(=O)(=O)c2cn(Cc3ccccc3)c3cc(N4CCCC4)c(F)cc3c2=O)c1,-7,7%,-1%,6%,-3%,10%,82%[activator],6%[59 µM],18%
CC(c1ccco1)N(C(=O)COc1ccccc1[N+](=O)[O-])c1ccccn1 (stereo unspecified),9,-6%,2%,-1%,0%,u,21%,5%[59 µM],-12%
CCNc1nc(NCC)nc(N/N=C/c2ccc(O)c(OC)c2)n1,0,-2%,-1%,19%,-24%,-38%,30%,u,-1%
Cc1cccc(N(C(=O)c2sc(C)nc2C)C(C(=O)NCC2CCCO2)c2ccccc2)c1 (stereo unspecified),0,1%,3%,-16%,-8%,4%,54%[activator],12%,-5%
COc1ccc(-c2cc(=O)c3ccccc3[nH]2)cc1,-1,-8%,-9%,1%,-4%,5%,53%[activator],-3%&-10%,-2%
O=C(/C=C/c1ccc2c(c1)OCO2)Nc1nc2ccccc2s1,-5,3%,2%,3%,-14%,2%,24%,16%,-5%
CC/C(=N\NC(N)=O)c1ccc(OC(F)F)cc1,-6,17%,-8%,12%,-3%,26%,19%,6%,-8%
